# Assay outcomes (PubChem BioAssay)
# CHT block = inhibitors of human choline transporter CHT. High affinity choline transporter 1 (Homo sapiens), Q9GZV3. CHT-expressing cells, membrane potential dye, choline response; stronger effect = lower value. B-score at 10 µM. actives 0.86% (n = 310,000). AID 488975, 2010;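 active = B-score over 3 SD under the library average, and starting fluorescence ratio not unusually high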;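 also: choline stimulus applied at its EC90 after an EC20 pre-addition; B-score computed on integrated fluorescence ratio after choline addition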
# Target sequence (Q9GZV3 whole entry, looked up): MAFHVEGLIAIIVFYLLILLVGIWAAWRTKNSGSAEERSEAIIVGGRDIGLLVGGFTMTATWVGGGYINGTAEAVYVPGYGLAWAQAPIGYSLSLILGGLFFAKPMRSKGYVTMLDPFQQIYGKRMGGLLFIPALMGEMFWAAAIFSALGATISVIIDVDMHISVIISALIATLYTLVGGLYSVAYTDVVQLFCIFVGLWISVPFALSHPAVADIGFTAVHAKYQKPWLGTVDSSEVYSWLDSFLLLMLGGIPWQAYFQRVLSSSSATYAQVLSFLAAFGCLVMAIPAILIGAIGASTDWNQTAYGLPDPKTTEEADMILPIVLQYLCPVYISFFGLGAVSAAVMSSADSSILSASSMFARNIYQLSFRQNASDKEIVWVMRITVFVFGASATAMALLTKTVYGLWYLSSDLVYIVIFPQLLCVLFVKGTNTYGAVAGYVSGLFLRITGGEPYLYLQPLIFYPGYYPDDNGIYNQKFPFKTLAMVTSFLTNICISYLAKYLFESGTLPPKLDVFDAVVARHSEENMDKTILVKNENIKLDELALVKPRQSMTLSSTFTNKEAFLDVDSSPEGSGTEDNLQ
# CHT allo act = CHT positive allosteric modulators, primary screen, cell-based, membrane potential dye, choline EC20. B-score at 10 µM. actives 0.49% (n = 310,000). AID 488977, 2010. High affinity choline transporter 1 (Homo sapiens), Q9GZV3. CHT-expressing cells; stronger effect = higher value; LV-AA mutant CHT in HEK293 cells;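 active = initial fluorescence not abnormally high and integrated response B-score, plate-corrected, over 3 SD above library mean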
# An asterisk follows results filed as active; i = inactive. An unsorted share of the library; about 1.4% have a hit in one of these screens.
# Order of results – CHT block	CHT allo act
COc1ccc(CCC(C)NCc2ccc(Cl)c(Cl)c2)cc1 (stereo not given)
→ i	i
CC1CCN(CC(=O)Nc2ccc(S(=O)(=O)N3CCCCC3)cc2)CC1
→ i	i
O=[N+]([O-])c1ccc(N/N=C/c2cccc(O)c2)cc1
→ i	i
CC(=O)N(CC(=O)Nc1nn(-c2ccccc2)nc1C(N)=O)Cc1ccccc1
→ i	i
Cc1cc(C(=O)CSc2nc3ccccc3n2CCC#N)c(C)n1Cc1cccs1
→ i	i
O=C(NC(=S)Nc1cccc2ncccc12)c1cccs1
→ i	i
CCOc1ccc(S(=O)(=O)n2cnc3cc(C)c(C)cc32)cc1
→ i	i
CC(=O)Nc1ccc(S(=O)(=O)NNC(=O)COc2cccc(C)c2)cc1
→ i	i
CCN(C(=O)c1cccnc1)c1ccccc1
→ i	i
CC(=O)c1c(C)[nH]c(C(=O)OCC(=O)Nc2cc(C(F)(F)F)ccc2N2CCOCC2)c1C
→ i	i
COc1ccc(CCNc2oc(-c3ccc(OC)c(OC)c3)nc2C#N)cc1
→ i	i
Cc1nc2ccccc2nc(C)c1=NOCc1cccc(F)c1
→ i	i
O=c1c2nccnc2[nH]c(=S)n1Cc1ccccc1
→ i	i
O=C(O)c1cc(=O)c2cc(Cl)ccc2o1
→ i	i
CC(C)N(C(=O)C1CC(=O)OC12CCCCC2)C(C)C (stereo not given)
→ i	i

# Continued; the last 7 above are carried over.
# Order of results – CHT block	CHT allo act
CCN(C(=O)c1cccnc1)c1ccccc1
→ i	i
CC(=O)c1c(C)[nH]c(C(=O)OCC(=O)Nc2cc(C(F)(F)F)ccc2N2CCOCC2)c1C
→ i	i
COc1ccc(CCNc2oc(-c3ccc(OC)c(OC)c3)nc2C#N)cc1
→ i	i
Cc1nc2ccccc2nc(C)c1=NOCc1cccc(F)c1
→ i	i
O=c1c2nccnc2[nH]c(=S)n1Cc1ccccc1
→ i	i
O=C(O)c1cc(=O)c2cc(Cl)ccc2o1
→ i	i
CC(C)N(C(=O)C1CC(=O)OC12CCCCC2)C(C)C (stereo not given)
→ i	i
CCC(Sc1nnnn1-c1ccccc1)C(=O)NC(C)c1ccccc1 (stereo not given)
→ i	i
COc1ccc(C23CC4CC(CC(C4)C2)C3)cc1C(=O)NCCN(C)C
→ i	i
COc1cc2c(cc1NC(=O)COC(=O)[C@@H](NC(=O)c1ccccc1F)C(C)C)oc1ccccc12
→ i	i
Cc1ccc(S(=O)(=O)N2CCOCC2)cc1NC(=O)COc1cccc(Oc2ccccc2)c1
→ i	i
COC(=O)c1c(N2C(=O)[C@H]3[C@@H](C2=O)[C@]2(C(=O)Nc4c(C)cccc42)N2CCC[C@@H]32)sc(C)c1C
→ i	i
COCCN1C(=O)N[C@@H](c2ccc(Br)cc2)C(C(=O)OC)=C1C
→ i	i
Cc1cccc(-c2nc3c(c(SCC(N)=O)n2)CCCC3)c1
→ i	i
CC1CCN(C(=O)CCCOc2cc(=O)n(C)c3ccccc23)CC1
→ -5.9*	i
O=C(CCn1nnc2ccccc21)Nc1nnc(-c2ccccc2F)s1
→ i	i
CC1CN(C(=O)N[C@@H](Cc2ccccc2)C(=O)O)CC(C)O1 (stereo not given in full)
→ i	i
N#Cc1c(N)nc(SCc2ccccc2)c(C#N)c1-c1ccco1
→ i	i
OCCNc1ncnc2c1cnn2Cc1ccccc1
→ i	i
CC(=O)c1cc(NC(=O)c2ccc([N+](=O)[O-])cc2)c(=O)oc1C
→ i	i
O=C1CC(/C=C/c2ccccc2)=Nc2ccccc2N1
→ i	i
CS(=O)(=O)c1cc([N+](=O)[O-])c(Sc2nc3ccccc3[nH]2)c([N+](=O)[O-])c1
→ i	i
O=C(c1cnn(-c2ccccc2)c1)c1ccccc1O
→ i	i
CC(=O)N(C)c1ccc(NC(=O)Nc2cccc3ccccc23)cc1
→ i	i
COc1cc(OC)cc(-c2nc(-c3ccc(Br)cc3)no2)c1
→ i	i
CCOC(=O)c1ccc(NC(=O)c2n[nH]c(=O)c3ccccc23)cc1
→ i	i
CCc1ccc(Nc2cc(C(=O)NCCCN3CCOCC3)c3ccccc3n2)cc1
→ i	i
C[C@H](NC(=O)c1cc2cc(Cl)ccc2n1C)C(=O)N[C@@H](C(=O)O)c1ccccc1
→ i	i
COc1cc(C(O)P(=O)(OC(C)C)c2ccc(N(C)C)cc2)cc(OC)c1OC (stereo not given)
→ i	i
N#CCC(=O)NC(=O)NCC1CC1
→ i	i
CC(C)(Oc1ccc(Cl)cc1)C(=O)OCC(=O)Nc1ncc(Cl)cc1Cl
→ i	i
COCCn1c(C)cc(C(=O)CSc2n[nH]c(N)n2)c1C
→ i	i
CCc1nc(SCC(=O)O)c(C#N)c2c1CCCC2
→ i	i
C/C(=N\NC(=O)c1cccc(S(=O)(=O)N2CCOCC2)c1)c1ccco1
→ i	i
CC(C)(C)NC(=O)C1CCN(S(=O)(=O)c2cccc3nsnc23)CC1
→ i	i
O=C(Nc1cccc(F)c1)C1CCN(C(=O)c2ccc(Br)cc2)CC1
→ i	i
CCOC(=O)/C(C#N)=C\c1cccnc1
→ i	i
CCN1CCC2(CC1)Oc1c(OC)cccc1C1CC(c3cccnc3)=NN12 (stereo not given)
→ i	i
Cc1ccc(C)c(NC(=O)CSc2nnc([C@@H]3CCCN3C(=O)OC(C)(C)C)o2)c1
→ i	i
CCOC(=O)C1CCN(S(=O)(=O)c2ccc(-n3cnnn3)c(C)c2)CC1
→ i	i
O=C(Cn1c(=O)oc2ccccc21)NCCc1ccccc1Cl
→ i	i
COc1ccc(S(=O)(=O)N(C)CC(=O)N2CCOCC2)cc1Cl
→ i	i
CN(Cc1cnn(C)c1)Cc1nc(Cc2ccccc2Cl)no1
→ i	i
Cc1ccccc1OCc1nc2ccccc2n1C
→ i	i
O=c1c2ccccc2nnn1CSc1ccccc1F
→ i	i
CC1CCN(c2ccc3nnc(CCC(=O)NCc4ccco4)n3n2)CC1
→ i	i
COc1ccc(/C=C\C(=O)NCc2ccc3c(c2)cc(C)n3C)cc1OC
→ i	i
COc1ccc2oc(C(=O)OCC(=O)Nc3cc(S(=O)(=O)N4CCOCC4)ccc3OC)c(C)c2c1
→ i	i
COc1cc(Nc2c3ccccc3nc3ccccc23)cc(OC)c1OC
→ i	i
O=C(c1ccc(S(=O)(=O)N2CCOCC2)cc1)N(c1ccccn1)C1CCCCC1
→ i	i
COC(=O)c1c(NC(=O)COC(=O)[C@@H](NS(=O)(=O)c2ccc(C)cc2)C(C)C)sc2c1CCC2
→ i	i
COc1ccc(-c2nc(C)ncc2-c2ccccc2)c(O)c1
→ i	i
O=C(O)CN1CCc2ccccc2C1
→ i	i
Cc1ccccc1C(=O)NNC1CC(=O)N(c2ccc3c(c2)OCCO3)C1=O (stereo not given)
→ i	i
Clc1ccc(C(CCN2CCCC2)Cc2ccccc2)cc1 (stereo not given)
→ i	i
CCn1c(SCC(=O)NC2CCCCC2)nnc1-c1ccccn1
→ i	i
C/C(CCc1ccc2c(c1)OCO2)=N\NC(=S)NC(C)C
→ i	i
CCC(=O)N1CCCc2cc(S(=O)(=O)NCc3cccs3)ccc21
→ i	i
CCOC(=O)c1ccccc1NC(=O)c1ccc(Cl)c(S(=O)(=O)N2CCOCC2)c1
→ i	i
Cn1c(N)c(S(=O)(=O)N2CCN(c3cccc(Cl)c3)CC2)c(=O)n(C)c1=O
→ i	i
O=S(=O)(c1ccc(N2CCCC2c2nc3ccccc3s2)nc1)N1CCOCC1 (stereo not given)
→ i	i
Cc1ccc(NC(=O)C2CCCN(C(=O)c3ccc(Cl)cc3)C2)c(C)c1 (stereo not given)
→ i	i
Cc1cc(=O)[nH]c(N/N=C/c2ccc(-c3ccc(F)cc3)o2)n1
→ i	i
O=c1c2[nH]c3ccc(F)cc3c2ncn1CCCn1ccnc1
→ i	i
Clc1ccc(Nc2ncnc3ccc(Br)cc23)cc1
→ i	i
COc1ccc(N(C)C(=S)Nc2ccc3nc(C)c(C)nc3c2)cc1
→ i	i
O=C(NCc1ccco1)C1(c2ccc(Br)cc2)CCCC1
→ i	i

# (continued)
# Order of results – CHT block	CHT allo act
CCC1(C)Cc2c(sc3c2c2ncnn2c2nnc(SCC(=O)NCc4ccco4)n32)CO1 (stereo not given)
→ i	i
COc1ccc(N2C(=O)CSC2c2ccc([N+](=O)[O-])cc2)cc1 (stereo not given)
→ i	i
COCCSc1ccccc1C(=O)N1CCCC(C)C1 (stereo not given)
→ i	i
COc1ccc(N2C(=O)CC(C3CCCO3)C2=O)cc1 (stereo not given)
→ i	i
Cc1ccc(C(=O)N2CCC(C(=O)NC3CCCCCC3)CC2)cc1
→ i	i
CCc1cccc(NC(=O)Nc2ccc3c(c2)OCO3)c1
→ i	i
CN(C)c1ccc(NS(=O)(=O)c2cc(Cl)ccc2Cl)cc1
→ i	i
O=c1c2[nH]c3ccc(F)cc3c2ncn1CC1CCCO1 (stereo not given)
→ i	i
OC(COc1ccccc1)Cn1c2ccccc2c2ccccc21 (stereo not given)
→ i	i
COc1cccc(NC(=O)CN(C)C(=O)c2c(C)nn(Cc3ccc(C)cc3)c2Cl)c1
→ i	i
C=CCn1c(SCc2nc3sc(C(=O)O)c(C)c3c(=O)[nH]2)nnc1-c1ccccc1
→ i	i
O=C1NC2(CCCc3ccccc32)C(=O)N1Cc1nnc(-c2ccccc2Br)o1 (stereo not given)
→ i	i
CCCOc1ccc(-c2cn3ccccc3n2)cc1[N+](=O)[O-]
→ i	i
COc1ccccc1Nc1nc(N)nc(CN2CCN(Cc3ccc4c(c3)OCO4)CC2)n1
→ i	i
COCCNC(=O)CSc1ncnc2sc(-c3ccccc3)cc12
→ i	i
CNC(=S)N/N=C/c1c2ccccc2c(Cl)c2ccccc12
→ i	i
CC(=O)C(Cc1ccccc1)NC(=O)CN1CCN(Cc2ccccc2)CC1 (stereo not given)
→ i	i
COc1ccccc1CNC(=O)COC(=O)C1CCN(S(=O)(=O)c2ccc(C)c(C)c2)CC1
→ i	i
Cc1ccc(CNC(=O)NC2CCCCC2)cc1
→ i	i
O=C(NC1CCCC1)c1ccccc1-c1nc2ccccc2[nH]1
→ i	i
COc1ccccc1CNC(=O)c1cn(C)c(=O)c2cc(OC)c(OC)cc12
→ i	i
O=C(c1cnn(-c2ccccc2)c1)c1cc(F)ccc1O
→ i	i
N#Cc1ccccc1CSc1ccccn1
→ i	i
COC(=O)C(C)Sc1nc2c(c(=O)n1-c1ccccc1)SCC2 (stereo not given)
→ i	i
O=C1CCCCCN1Cc1ccccc1
→ i	i
CC(=O)NCC(=O)OCC(=O)Nc1ccc(C(C)=O)cc1
→ i	i
O=c1c2ccccc2ncn1-c1ccccc1C(F)(F)F
→ i	i
CC(c1ccccc1)n1c(SCC(=O)N2CC(=O)Nc3ccccc32)nc2ccccc2c1=O (stereo not given)
→ i	i
CCN1CCN(C2=C(NS(=O)(=O)c3ccc(NC(C)=O)cc3)C(=O)c3ccccc3C2=O)CC1
→ i	i
Cc1ccc(S(=O)(=O)CC(=O)N(CCCN2CCOCC2)c2nc3c(F)cccc3s2)cc1
→ i	i
O=C(CCCc1ccccc1)NCc1cn2ccsc2n1
→ i	i
Nc1nc(Nc2ccc(Cl)cc2)nc(NCc2ccco2)c1[N+](=O)[O-]
→ i	i
CC(=O)Nc1ccc(S(=O)(=O)N2CCN=C2SCc2cccc(C)c2)cc1
→ i	i
O=[N+]([O-])c1ncccc1OCc1ccc(Br)cc1F
→ i	i
CCOC(=O)CSc1nc(-c2ccccc2)nc2ccccc12
→ i	i
CC(C)(CO)Nc1nc(Cl)nc(NC2CCCCC2)n1
→ i	i
CC1(C)CC(=O)C2=C(C1)c1c(ccc3ccccc13)NC2c1ccc(C(=O)O)cc1 (stereo not given)
→ i	i
CCCn1c(=S)[nH]c2cc(C(=O)N3CCN(C4CCCCC4)CC3)ccc2c1=O
→ i	i
CC1=C(C#N)C(Nc2ccc(Cl)cn2)(C(F)(F)F)C(=O)N1 (stereo not given)
→ i	i
Cc1cc(C)n(C(=O)c2ccc(C)c(S(=O)(=O)N3CCCCC3)c2)n1
→ i	i
CCCCCCCCCCCCN1[C@@H](CC(=O)OC)c2cc(C(F)(F)F)ccc2S1(=O)=O
→ i	i
CCOC(=O)c1cc(-c2ccccc2)sc1NC(=O)CSc1nncs1
→ i	i
O=C1c2cccc3cccc(c23)C(=O)N1c1ccccn1
→ i	i
Cc1cccc(OCc2nn[nH]n2)c1C
→ i	i
C=CCc1cccc2cc(C(=O)Nc3ccc(NC(C)=O)cc3)c(=O)oc12
→ i	i
O=C(c1ccccn1)N(c1ccccc1)C1(C(=O)NC2CCCCC2)CCCCC1
→ i	i
O=c1[nH]c(C2CCCN(S(=O)(=O)c3ccccc3Cl)C2)nc2c1nnn2Cc1ccc2c(c1)OCCO2 (stereo not given)
→ i	i
CSc1ncccc1C(=O)OCc1ccccc1F
→ i	i
CC1(C)CC(NC(=O)COc2ccc3c4c(c(=O)oc3c2)CCCC4)CC(C)(C)N1
→ i	i
O=C(Nc1ccc(Oc2cccnc2)cc1)C1CCN(Cc2ccc(F)cc2)CC1
→ i	i
CCCN(CCC)CCNS(=O)(=O)c1ccc2c(c1)CCN2C(=O)C1CCC1
→ i	i
COC(=O)CS(=O)(=O)c1cc([N+](=O)[O-])ccc1NC(=O)OC
→ i	i
O=C(NCCN1CCCC1)c1ccc(CS(=O)(=O)c2c(Cl)cccc2Cl)o1
→ i	i
Cc1ccn2c(CNC(C)CCn3cccn3)c(C(=O)N3CCCCCC3)nc2c1 (stereo not given)
→ i	i
Cc1ccc(S(=O)(=O)NN2C(=O)/C(=C/c3ccccn3)SC2=S)cc1
→ i	i
